# High-throughput results deposited in PubChem by several laboratories.
# STAT3 act: activators of IL-6 induced STAT3 signaling. activation (% of control), % at 5.6 µM. 190,000 tested, 0.91% active. U3A cells, IL-6 STAT3-luciferase reporter, luminescence; 100% = signal with IL-6 EC80 alone;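 active means activation above the screen-wide mean of compound activation plus 3 SD, cut at about 130% in these data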;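 further: 0% = background luminescence of wells with medium and substrate only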
#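 Material: human U3A cells carrying STAT3-luciferase construct. Measured by: reporter luminescence signal. Timing: compound 1 h, then IL-6 6 h at 37 °C.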
# STAT1 blocker: inhibitors of IFN-gamma induced STAT1 signaling | NIH 3T3 STAT1-luciferase reporter, luminescence | inhibition, % at 5.5 µM | 200,000 tested, 0.35% active | AID 920;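 active means inhibition above a set limit, the mean inhibition across all tested compounds plus 3 SD, cut at about 34% in these data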;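 further: 0% = IFN-gamma with DMSO and 100% = IFN-gamma with 300 µM nifuroxazide; values of inactives mirror those of a sister screen read the other way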
# NF-kB expr up: compounds increasing NF-kB expression in human neuronal cells; NF-kB reporter expression; hits give high values; fold change at 12.5 µM; 190,000 tested, 1.6% active; in the data active means fold change above about 3.3
# TLR4-MyD88 BLA: inhibitors of human TLR4-MyD88 binding; inhibition, % at 8.4 µM; AID 861; 200,000 tested, 0.18% active; O00206+Q99836; HeLa CL3-4 TLR4/MyD88 BLA complementation, FRET ratio; in the data active means inhibition above about 25%;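 further: 0% = vehicle and 100% = reference inhibitor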
# Target sequence (O00206 whole entry, looked up): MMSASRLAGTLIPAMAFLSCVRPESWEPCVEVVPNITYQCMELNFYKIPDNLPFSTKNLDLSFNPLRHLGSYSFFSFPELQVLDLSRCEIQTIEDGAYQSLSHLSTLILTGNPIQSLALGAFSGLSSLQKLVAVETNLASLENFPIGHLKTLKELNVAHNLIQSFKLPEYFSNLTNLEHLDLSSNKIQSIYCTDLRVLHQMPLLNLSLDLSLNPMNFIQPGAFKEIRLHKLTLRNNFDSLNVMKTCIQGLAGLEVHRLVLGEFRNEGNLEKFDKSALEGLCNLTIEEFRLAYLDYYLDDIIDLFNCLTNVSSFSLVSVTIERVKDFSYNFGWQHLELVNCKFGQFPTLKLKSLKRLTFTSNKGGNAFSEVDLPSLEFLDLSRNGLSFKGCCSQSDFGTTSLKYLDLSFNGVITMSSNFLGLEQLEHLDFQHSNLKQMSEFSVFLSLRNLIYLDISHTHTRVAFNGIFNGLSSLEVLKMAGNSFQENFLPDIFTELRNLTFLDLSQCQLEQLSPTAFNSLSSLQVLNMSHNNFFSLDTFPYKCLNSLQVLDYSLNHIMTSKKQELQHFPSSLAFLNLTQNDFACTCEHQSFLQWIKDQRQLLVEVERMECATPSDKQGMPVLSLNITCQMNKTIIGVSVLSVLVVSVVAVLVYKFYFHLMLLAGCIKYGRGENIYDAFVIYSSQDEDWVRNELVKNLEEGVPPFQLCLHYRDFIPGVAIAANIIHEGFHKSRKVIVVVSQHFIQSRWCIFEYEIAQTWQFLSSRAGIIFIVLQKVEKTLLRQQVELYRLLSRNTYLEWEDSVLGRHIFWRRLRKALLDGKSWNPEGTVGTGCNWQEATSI
# Target sequence (Q99836 whole entry, looked up): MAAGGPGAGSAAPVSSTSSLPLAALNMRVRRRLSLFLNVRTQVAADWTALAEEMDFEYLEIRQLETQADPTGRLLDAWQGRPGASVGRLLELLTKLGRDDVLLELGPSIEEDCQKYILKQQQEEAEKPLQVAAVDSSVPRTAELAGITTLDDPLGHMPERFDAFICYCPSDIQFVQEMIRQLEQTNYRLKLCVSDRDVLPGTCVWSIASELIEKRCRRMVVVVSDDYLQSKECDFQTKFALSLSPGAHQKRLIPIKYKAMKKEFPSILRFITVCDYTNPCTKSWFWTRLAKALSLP
# DTT redox prof: compounds producing H2O2 with reducing agent – biochemical, NIH compound library profiling, artefact control for MLSCN library redox annotation, primary screen. DTT-dependent redox cycling H2O2, phenol red/HRP absorbance; 100% = 100 µM peroxide control, 0% = buffer. AID 878. activation, % at 10 µM. 200,000 tested, 0.03% active;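 active means activation of at least 50% relative to the plate's high and low controls in the primary single-dose screen; inactive means activation below 50%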;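 further: compound incubated with DTT at 0.8 mM final as the reducing agent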
# STAT1 activator: activators of IFN-gamma induced STAT1 signaling | NIH 3T3 STAT1-luciferase reporter, luminescence; 100% = IFN-gamma alone, no compound | activation (% of control), % at 5.5 µM | 200,000 tested, 2.6% active;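 active means activation above the screen-wide mean activation plus 3 SD, cut at about 130% in these data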;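 further: raw ratio to IFN-gamma control signal so 100% means no change and 0% no light; values of inactives mirror those of a sister screen read the other way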
# STAT3 blocker: STAT3 signaling inhibition. 190,000 tested, 0.89% active. U3A cells, IL-6 STAT3-luciferase reporter, luminescence; host cell line lacks STAT1. inhibition, % at 5.5 µM;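 active means inhibition above the mean inhibition across all screened compounds plus 3 SD, cut at about 44% in these data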;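 further: 0% = DMSO only wells and 100% = 100 µM nifuroxazide control wells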
# HMGR II inh: blocks class II HMG-CoA reductase of Enterococcus faecalis; purified E. faecalis HMGR, NADPH absorbance 340 nm kinetic; 190,000 tested, 0.41% active; inhibition, % at 10 µM;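 active means inhibition above a set limit, the median over all tested compounds plus 3 SD, cut at about 9.5% in these data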;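 further: enzyme runs in reverse so mevalonate oxidation gives rising NADPH absorbance; 0% = complete reaction with DMSO and 100% = background rate lacking mevalonate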
# Hsp70 act: switches on Hsp70 transcription; HeLa Hsp70 promoter luciferase reporter, luminescence; scaled: vehicle 0, proteasome-inhibitor control 100%; activation, % at 10 µM; 200,000 tested, 0.04% active;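 active means activation above the mean across all tested compounds plus 3 SD, cutoff set per campaign, cut at about 5.5% in these data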;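 further: 100% = MG132 at 30 µM as the positive control and 0% = DMSO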
# APP 5'UTR act: APP 5'UTR luciferase reporter activation | SH-SY5Y APP 5'UTR luciferase reporter, luminescence; zero percent = DMSO vehicle wells | activation, % at 2 µM | 190,000 tested, 1% active;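 active means activation above a set limit, based on mean plus 3 SD of controls, cut at about 140% in these data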; further: values of inactives mirror those of a sister screen read the other way
# * marks the source's active call; other numbers are inactive results; nt = no result given. No enrichment for hits. About 5.6% of those tested had a hit in this group.
SMILES,STAT3 act,STAT1 blocker,NF-kB expr up,TLR4-MyD88 BLA,DTT redox prof,STAT1 activator,STAT3 blocker,HMGR II inh,Hsp70 act,APP 5'UTR act
Cc1ccc(-c2ccccc2NC(=O)CCl)o1,100,5,0.96,-7,-4.8,96,3,nt,-0.2,-6
O=c1ccnc(SCc2ccccc2Cl)[nH]1,97,0,1.2,-14,0.8,100,4,-4,-0.3,1
O=C(Nc1ccc(C(=O)O)cc1)Nc1ccc(F)cc1F,97,4,1.2,-5,-0.8,97,4,-6,-0.2,16
Cc1ccc(OCC(=O)Nc2ccccc2-c2ccccc2NC(=O)COc2ccc(C)cc2)cc1,102,4,1.1,11,1.4,96,0,-6,-0.2,5
COc1cc2cc(C(c3nnnn3C3CCCC3)N3CCCCC3)c(=O)[nH]c2cc1OC (stereo not drawn),106,0,0.87,6,1.9,100,4,-7,-0.2,-2
O=C(O)c1ccc2c(c1)C(=O)N(NC(=O)c1ccc(O)cc1)C2=O,97,5,1.1,-2,-0.1,96,4,-3,-0.4,-3
N=C(CC1CC(=O)NC(=O)C1)C1=C(O)CCCC1=O,99,1,1.4,5,-0.1,99,4,-2,-0.2,1
CCN(C(=O)COC(=O)/C=C/c1cnc2ccccc2n1)C1CCS(=O)(=O)C1 (stereo not drawn),105,10,1.1,8,0.1,91,0,1,-0.3,8
Cc1ccc(-n2c(=O)[nH]cc(C(=O)N3CCc4ccccc43)c2=O)cc1,104,-3,1.1,9,0.3,103,-1,-2,-0.2,11
COC(=O)c1ccccc1NC(=O)N1CCN(C(=O)c2ccco2)CC1,95,-1,0.95,0,-0.7,100,11,-3,-0.1,8
COc1ccccc1C(=O)NCC(=O)Nc1cccnc1,83,-6,1.3,-3,0.5,104,27,-7,-0.1,-3
COc1cccc(/C=N/N2CCN(c3ccncc3S(=O)(=O)N3CCCCC3)CC2)c1,95,0,0.92,-3,-0.2,100,7,-2,1.8,25
Cc1ccc(N2C(=O)CC(NCC3CCCO3)C2=O)cc1 (stereo not drawn),104,-1,1.1,11,0.5,101,1,-7,-0.2,-9
Cc1sc2nc(CN(C(=O)NC3CCCCC3)C3CCCCC3)[nH]c(=O)c2c1C,101,4,1.1,-5,1.6,97,0,-4,-0.7,8
CN1CCN(C(c2ccccn2)c2cc(Cl)c3cccnc3c2O)CC1 (stereo not drawn),109,11,1.2,7,-2.9,90,-12,-1,0.0,10
COc1cc(/C=C2/SC(=S)N(C)C2=O)ccc1OC(=O)c1ccco1,101,-24,1.2,12,0.9,122,-5,4,-0.4,20
Cc1ccc(N(CC(=O)NCc2cccs2)S(=O)(=O)c2cccs2)cc1,99,11,1.1,0,1.2,90,5,4,-0.3,17
Cc1ccc(C(=O)C(NC(=O)c2ccco2)N2CCOCC2)cc1 (stereo not drawn),104,-5,1.5,3,4.5,105,-3,-5,0.8,6
C=CCn1c(=N)n(CC(O)COc2ccccc2OC)c2ccccc21 (stereo not drawn),98,13,0.76,2,-3.2,88,11,-9,-0.3,9
NS(=O)(=O)c1ccc(CCNC(=O)CN2CCC(Cc3ccccc3)CC2)cc1,84,2,0.89,-2,-0.9,98,26,3,-0.2,-12
O=C(COC(=O)c1ccccc1C(=O)c1ccc(Cl)cc1)NCCc1ccccc1,111,-8,0.94,-11,0.5,107,-14,4,0.0,12
N#Cc1ccc(CO/N=C/c2ccccc2)cc1,101,-24,1.8,-10,-1.4,120,2,-2,-0.1,29
Cc1occc1C(=O)NNC(=O)Nc1ccc(Cl)c(Cl)c1,101,-9,1,5,-0.3,108,2,-4,-0.2,17
CC(C)(C)C(=O)O/N=C1\CCS(=O)(=O)c2sccc21,117,-6,1.2,3,-0.9,103,-13,-6,0.1,8

# Quoted from above, 5 compounds:
SMILES,STAT3 act,STAT1 blocker,NF-kB expr up,TLR4-MyD88 BLA,DTT redox prof,STAT1 activator,STAT3 blocker,HMGR II inh,Hsp70 act,APP 5'UTR act
Cc1ccc(N2C(=O)CC(NCC3CCCO3)C2=O)cc1 (stereo not drawn),104,-1,1.1,11,0.5,101,1,-7,-0.2,-9
Cc1sc2nc(CN(C(=O)NC3CCCCC3)C3CCCCC3)[nH]c(=O)c2c1C,101,4,1.1,-5,1.6,97,0,-4,-0.7,8
CN1CCN(C(c2ccccn2)c2cc(Cl)c3cccnc3c2O)CC1 (stereo not drawn),109,11,1.2,7,-2.9,90,-12,-1,0.0,10
COc1cc(/C=C2/SC(=S)N(C)C2=O)ccc1OC(=O)c1ccco1,101,-24,1.2,12,0.9,122,-5,4,-0.4,20
Cc1ccc(N(CC(=O)NCc2cccs2)S(=O)(=O)c2cccs2)cc1,99,11,1.1,0,1.2,90,5,4,-0.3,17

# (further entries)
SMILES,STAT3 act,STAT1 blocker,NF-kB expr up,TLR4-MyD88 BLA,DTT redox prof,STAT1 activator,STAT3 blocker,HMGR II inh,Hsp70 act,APP 5'UTR act
CC(C(=O)Nc1cc([N+](=O)[O-])ccc1Cl)N1CCN(c2ccccc2)CC1 (stereo not drawn),96,7,1.5,8,0.5,94,3,-3,0.1,-8
COc1ccc(C2C=C(c3ccc(Br)cc3)Nc3nc(NS(C)(=O)=O)nn32)cc1 (stereo not drawn),94,-10,0.97,9,-0.2,118,15,0,0.2,-6
COc1cccc(C2C3=C(N=c4s/c(=C\c5ccccc5O)c(=O)n42)c2ccccc2CC3)c1OC (stereo not drawn),113,13,1.4,1,-1.0,88,-2,3,2.5,8
Cc1cc2ccccc2c(=O)n1CC(=O)NCC(=O)N(C)C1CCCCC1,108,-4,0.84,12,0.3,105,-9,-3,-0.3,-4
Cc1oc(-c2ccccc2)nc1C(=O)N1CCN(c2ccc(F)cc2)CC1,95,-4,1.1,-13,-1.6,103,9,-4,-0.1,4
Cc1ccc(S(=O)(=O)N/N=C/c2cccc(OC3CSC3)c2)cc1,100,-6,1.1,0,-0.3,105,-1,-3,-0.3,-14
COC(=O)c1nc(NC(=O)c2ccc(F)cc2)n[nH]1,97,2,1.5,-2,-0.2,97,6,0,-0.2,5
O=C(CSc1nnc(-c2ccco2)o1)NCC(=O)c1ccccc1,105,13,0.94,-24,0.7,90,-3,0,-0.6,19
CCCCn1nnnc1SCC(=O)Nc1ccc(C)cc1,97,0,1.1,-10,1.9,100,6,-1,-0.2,-2
O=C(N/N=C/c1cccnc1)C1CCCN(S(=O)(=O)c2ccccc2)C1 (stereo not drawn),100,1,0.99,-3,-1.8,99,9,3,-0.3,-8
CCCc1nc2ccccc2c(C(=O)OCC(=O)Nc2ccc(S(=O)(=O)N3CCOCC3)cc2)c1CC,97,12,0.93,14,0.0,90,3,-4,-0.3,-5
CC(=O)Nc1ccc(NC(=O)c2ccccc2C)cc1,97,0,1.5,7,0.2,100,10,-4,-0.1,nt
CSCC[C@H](NC(=O)OC(C)(C)C)c1nnc(SCC(=O)Nc2c(C)cccc2C)o1,100,-8,0.96,5,1.5,107,4,-2,0.6,8
COc1ccc(NC(=O)Nc2nccs2)cc1,100,-24,2.2,0,2.1,125,4,1,0.2,53
O=C(CCn1cnnn1)Nc1ccc(F)cc1,95,-18,1.4,-6,-0.2,115,8,1,-0.3,4
Cn1ncc(N=Cc2ccc([N+](=O)[O-])cc2)c1C(=O)N1CCOCC1,95,1,1.4,10,0.0,99,6,-6,-0.2,-3
COc1cc(/C=C2/C(=O)NN(c3cccc(C)c3)C2=O)cc([N+](=O)[O-])c1O,106,-7,1.2,7,-0.5,105,-3,-4,-0.2,-15
CCc1nnc(NC(=O)c2ccc(S(=O)(=O)N3CCCc4ccccc43)cc2)o1,94,-10,0.59,-1,0.1,109,13,-2,-0.2,-8
CCOC(=O)c1cnc(-n2nc(C)cc2C)nc1Nc1ccc(C)cc1,98,-1,1,0,-3.9,101,7,-1,0.0,-3
O=C(CC1C(=O)NCCN1C/C=C/c1ccccc1)NCCCC1CCCC1 (stereo not drawn),107,-2,1.2,-10,2.4,100,-5,0,0.1,38
CCOC(=O)c1sc(NC(=O)c2cccnc2)nc1C,nt,nt,1.6,nt,-2.4,nt,nt,0,nt,-10
Cn1c(NCc2cccc(Br)c2)nc2ccccc21,116,-10,1.2,13,-0.6,109,-15,-4,0.3,3
O=C(CCn1c(=O)sc2ccccc21)NCc1ccco1,95,0,1.2,-6,-0.1,100,9,-7,-0.4,-3
OCn1ncn(-c2ccccc2)c1=S,93,-1,1.4,3,0.7,101,19,-4,-0.2,16
CN(C(=S)Nc1ccc(F)cc1)C1(c2ccccc2Cl)CCCCC1=O (stereo not drawn),97,-1,1.1,-8,1.3,101,7,1,-0.4,5
CCOC(=O)CNC(=O)c1cc(C)oc1C,100,-2,0.96,16,0.2,102,0,-4,-0.5,0
COC(=O)C1CCN(C(=O)CCC2CCCCC2)CC1,102,5,1.5,12,0.9,91,-2,-9,-0.4,nt
COc1ccc(C(=O)NCCc2nnc(SCC(=O)Nc3ccccc3F)n2C)cc1,101,-7,1.2,-4,-0.7,105,1,-15,-0.1,1
CCOC(=O)C(CCCCOc1cccc(CC)c1)C(=O)OCC,101,7,0.96,-11,0.0,94,-4,-1,-0.1,11
CCCCn1nnc(NC(=S)NC(=O)c2cccs2)n1,98,-4,1.9,-10,0.1,104,-3,-9,-0.1,-7
O=C(NNc1nc2cc3c(cc2s1)OCO3)c1cccc(F)c1,95,-10,2,-6,0.7,109,5,-3,-0.1,31
CC(Sc1ccsc1[N+](=O)[O-])C(=O)NCCc1ccc(Cl)cc1 (stereo not drawn),98,5,1.1,8,0.3,96,6,2,-0.2,-9
c1ccc2c(c1)C(=Nn1cnnc1)c1ccccc1-2,101,-6,1.4,11,1.1,105,3,1,-0.3,1
Cc1cc(C(=O)N/N=C/C=C/c2ccccc2)c(C)o1,98,-2,1.1,0,0.3,102,1,-4,-0.1,7
COc1cc(-n2c(C)nc3cc(C(=O)O)ccc32)cc(OC)c1OC,101,4,1.2,-8,0.2,96,6,4,0.1,11
c1ccc(N2CCN(C3CCSC3)CC2)cc1 (stereo not drawn),92,-3,1.5,1,-4.9,103,12,-4,-0.1,6
Cc1cc(N2CCCC2)n2nc(C)nc2n1,102,7,1.2,-4,-0.6,93,-2,-4,-0.2,15
COc1ccc(-c2onc3ccc(Cl)cc23)cc1,87,-5,1.5,-3,0.1,104,14,-2,-0.3,1
CCOC(=O)C1C(=O)NC(c2ccccc2)=NC1c1ccccc1 (stereo not drawn),107,5,0.96,9,2.1,96,-3,-1,-0.1,2
O=C(/C=C/c1ccc(F)cc1)NCc1ccco1,101,-17,1.6,2,0.3,115,-1,0,-0.4,-2
CC1CCCCN1S(=O)(=O)c1cn(C)c(=O)n(C)c1=O (stereo not drawn),nt,-5,1.4,-19,0.0,103,nt,-7,-0.1,4
Cc1ccc(S(=O)(=O)NC(CC(N)=O)C(=O)O)cc1 (stereo not drawn),102,-3,1.2,1,-0.1,103,1,-1,-0.1,1
CCOCCCNC(=O)C(c1ccc(C)cc1)N(Cc1cccs1)C(=O)c1ccccc1O (stereo not drawn),105,5,0.77,-3,-1.8,95,6,4,0.1,-5
Cc1nc2c(C(F)(F)F)cccc2c2c1CCS2,95,-4,1.3,11,-1.8,103,10,0,-0.2,-10
CCO[C@H]1OC(C(=O)NCc2nc3ccccc3[nH]2)=C[C@@H](c2ccccc2)[C@@H]1CCCO,nt,8,0.9,1,0.5,94,nt,-3,-0.1,-8
